TRPC4 block – TRPC4 (mouse) channel inhibition. Q9QUQ5. HEK293 TRPC4beta/mu-opioid, DAMGO-evoked Fluo4 calcium flux; hits give low values. B-score at 10 µM. 300,000 tested, 0.39% active. AID 2247;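 active = B-score over 3 SD under the library average, no early fluorescence shift, positive overall ratio signal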
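Assay system: Stable TRPC4beta/mu-opioid receptor HEK293 cells | Reagent: DAMGO in two steps, submaximal then maximal | Compound dosing: Single concentration per test compound | Signal: Fluo4 Ca2+ flux fluorescence | Evaluation: Per-well B score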
TRPC4 potent – allosteric potentiators of mouse TRPC4 channel; AID 2227; 310,000 tested, 0.42% active; B-score at 10 µM; HEK293 TRPC4beta/mu-opioid, DAMGO EC20, Fluo-4 Ca2+ flux; hits give high values; Q9QUQ5;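 active = B-score of calcium response area above 5 SD of library B-scores, with initial fluorescence ratio within 5 SD of library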;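 also: B-score of integrated fluorescence ratio over time as area under calcium response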
TRPC6 inh – mouse TRPC6 channel inhibition; HEK293-TRPC6, membrane potential dye, ACh-evoked depolarization; hits give low values; B-score at 10 µM; 310,000 tested, 1.1% active;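 active = B-score under library mean minus 3 SD, initial fluorescence not abnormally high, positive integrated signal ratio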;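 also: B-score derived from integrated fluorescence ratio over the kinetic read; more negative B-score means stronger inhibition of depolarization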
TRPC4 act – activators of mouse TRPC4 channel | HEK293 TRPC4beta/mu-opioid, Fluo4 calcium fluorescence; hits give high values | 310,000 tested, 0.49% active | AID 2237 | B-score at 10 µM;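 active = B-score above 5 SD of library B-scores, and initial fluorescence ratio not above library mean plus 5 SD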;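 also: positive B-score marks a calcium rise read as TRPC4 activation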
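Assay system – TRPC4beta and mu-opioid receptor HEK293 stable cells · Measured by – Fluo4 fluorescence, kinetic · Schedule – dye loading 45 min room temperature, 110 s kinetic read · Read-out – B-scored integrated calcium fluorescence ratio · Controls – buffer and maximal DAMGO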
ANO1 block – mouse TMEM16A channel inhibition, primary screen. Q8BHY3. HEK293 TMEM16A/YFP iodide influx fluorescence, ionomycin. normalized B-score (activity score, 25-100; higher = stronger inhibition) at 10 µM. 310,000 tested, 1.2% active. AID 588511;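 active = ratio plate-corrected score three or more library SD toward inhibition, starting fluorescence score within five deviations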;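 also: score derived from kinetic fluorescence span divided by baseline fluorescence per well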
MrgX1 antagonist – human MrgX1 receptor antagonism, primary screen; 310,000 tested, 1.3% active; B-score at 10 µM; MRGX1-HEK293 calcium flux, Fluo-4, BAM8-22 antagonism; hits give low values; Q96LB2; AID 588676;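 active = calcium-response B-score plate-corrected more than 3 library SD below zero, starting fluorescence within 5 deviations, no agonist response on first addition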;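 also: peak minus trough fluorescence over baseline after final BAM8-22 challenge near maximal dose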
Target sequence (Q96LB2 whole entry, looked up): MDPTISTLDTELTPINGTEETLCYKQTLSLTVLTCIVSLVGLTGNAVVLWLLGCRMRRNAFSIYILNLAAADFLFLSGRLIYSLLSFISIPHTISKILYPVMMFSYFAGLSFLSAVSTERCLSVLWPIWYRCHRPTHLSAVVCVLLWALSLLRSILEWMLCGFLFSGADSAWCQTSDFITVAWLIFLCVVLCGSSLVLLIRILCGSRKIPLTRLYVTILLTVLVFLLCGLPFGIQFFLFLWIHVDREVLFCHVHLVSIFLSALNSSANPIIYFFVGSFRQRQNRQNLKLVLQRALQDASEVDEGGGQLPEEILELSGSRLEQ
MrgX1 agonist – agonists of human MrgX1 receptor; Q96LB2; MrgX1-HEK293 cells, Fluo-4 calcium fluorescence, agonist mode; hits give high values; B-score at 10 µM; 310,000 tested, 0.44% active; AID 588627;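 active = calcium response B-score plate-corrected fluorescence ratio at least 3 library SD, with starting fluorescence B-score inside 5 SD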
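Material: MrgX1-expressing HEK293 cells; input: 15,000 cells per well; doses: test compound given as first of three sequential additions; schedule: overnight plating before 1 h dye loading; technique: Fluo-4 NW calcium-flux fluorescence, kinetic read; evaluation: baseline-normalised fluorescence change ratio, B-scored; control set: plate-wise positive and negative controls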
ANO1 activ – activators or potentiators of mouse TMEM16A chloride channel. Q8BHY3. 340,000 tested, 0.3% active. B-score at 10 µM. HEK293 TMEM16A/YFP-H148Q/I152L, iodide quench fluorescence; hits give low values;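 active = fluorescence-ratio B-score plate-corrected deviation score at least 3 library SD below zero, with starting fluorescence score within 5 deviations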;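 also: channel opened by trigger with iodide after compound preincubation; score built on the fluorescence ratio of max minus min over baseline; more negative score means more quench and so TMEM16A activation or potentiation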
TRPC6 activator – mouse TRPC6 channel activation. B-score at 10 µM. 310,000 tested, 0.13% active. HEK293-TRPC6 membrane potential dye fluorescence; hits give high values. Q61143;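 active = B-score of the integrated fluorescence ratio above library mean plus 3 SD, and starting fluorescence ratio within library mean plus 5 SD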;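 also: higher score means more depolarization so channel activation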
SKKanGAS inh – SKKanGAS growth inhibition | AID 1662 | S. pyogenes SKKanGAS, kanamycin growth, BacTiter-Glo, 6 h | inhibition, % at 7.5 µM | 300,000 tested, 1.3% active;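 active = mean replicate score, as percent of positive control median, at least 50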;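 also: strain carries kanamycin resistance gene driven by streptokinase promoter and grows in 40 µg/ml kanamycin; loss of luminescence reflects streptokinase promoter inhibition or plain growth inhibition; 0% = median of DMSO wells and 100% = positive control at its reference dose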
MrgX1 allo act – human MrgX1 positive allosteric modulation, primary screen | Q96LB2 | MrgX1-HEK293, Fluo-4 calcium flux, FDSS; hits give high values | B-score at 10 µM | 310,000 tested, 0.63% active | AID 588675;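 active = plate-corrected calcium response at least 3 library SD above typical, normal starting fluorescence, not activating the receptor alone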;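 also: compound read alongside a low EC10 to EC30 dose of BAM8-22 agonist; peak minus trough fluorescence over baseline measured at the second addition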
Numbers without * were called inactive; i = inactive; . = not tested or not shown.

SMILES	TRPC4 block	TRPC4 potent	TRPC6 inh	TRPC4 act	ANO1 block	MrgX1 antagonist	MrgX1 agonist	ANO1 activ	TRPC6 activator	SKKanGAS inh	MrgX1 allo act
COc1ccc(-c2csc(NCCc3nc4cc(Cl)c(N5CCCCC5)cc4n3CCOCCO)n2)cc1	i	i	i	i	i	i	i	i	i	19.8	i
COC(=O)CNC(=O)Cn1cnc2sc(C)c(S(=O)(=O)N3CCN(c4ccccc4OC)CC3)c2c1=O	i	i	i	i	i	i	i	i	i	2.6	i
CCOc1ccc(C(=O)N/N=C/c2ccccc2[N+](=O)[O-])cc1	i	i	i	i	i	i	i	i	i	0.1	i
COc1cc(CN2CCC(CO)(Cc3cccc(C(F)(F)F)c3)CC2)ccc1F	i	i	i	i	i	i	i	i	i	-2.5	i
CCCCn1c(=O)[nH]c(=O)c2c1nc(-c1ccccc1OC(F)F)n2C	i	i	i	i	i	i	i	i	i	-2.8	i
O=C(CSc1nnc(CNc2ccc(F)cc2)n1CC1CCCO1)N1CCOCC1 (stereo not given)	i	i	i	i	.	.	.	i	i	3.4	.
CC(NS(=O)(=O)c1ccc2c(c1)OCCCO2)C(=O)O (stereo not given)	i	i	i	i	i	i	i	i	i	-9.9	i
COc1cccc(-c2cc(C(=O)N3CCN(Cc4ccc5c(c4)OCO5)CC3)on2)c1	i	i	i	i	i	i	i	i	i	-13.4	i
COCc1nnc(NC(=O)c2cccc(NC(=O)C(C)C)c2)s1	i	i	i	i	i	i	i	i	i	1.1	i
CCn1c2ccccc2c2nnc(SCC(N)=O)nc21	i	i	i	i	i	i	i	i	i	-3.3	i
COCCNC(=O)CCc1nnc(Cc2ccc(-c3ccccc3)cc2)o1	i	i	i	i	i	i	i	i	i	-0.5	i
CCOc1ccc(S(=O)(=O)N2CCN(C)CC2)cc1NC(=O)c1ccccc1F	i	i	i	i	i	i	i	i	i	-5.8	i
O=C(c1noc2c1CCc1ccccc1-2)N1CCOCC1	i	i	i	i	i	i	i	i	i	-0.5	i
O=C(CCNC(=O)c1ccccc1Cl)Nc1ccc(S(=O)(=O)Nc2ncccn2)cc1	i	i	i	i	i	i	i	i	i	-2.1	i
Cc1occc1-c1nnc(SCCCC(=O)c2ccc(F)cc2)n1C	i	i	i	i	i	i	i	i	i	-5.4	i
CCOc1ccc(/C=C(\C)C(=O)c2c(C)cc(C)[nH]c2=O)cc1	i	i	i	i	i	i	i	i	i	6.5	i
Cn1c(=O)n(C)c2cc(NS(=O)(=O)c3ccccc3)ccc21	i	i	i	i	i	i	i	i	i	-5.7	i
COC(=O)C(NS(=O)(=O)c1ccc(C)cc1)c1ccccc1 (stereo not given)	i	i	i	i	i	i	i	i	i	5.9	i
CCn1cc(SCC(=O)N2CCOCC2)c2ccccc21	i	i	i	i	i	i	i	i	i	0.6	i
Cc1ccc2nc(-c3cccc(NC(=O)c4ccco4)c3)[nH]c2c1	i	i	i	i	i	i	i	i	i	10.5	i
CCN(CC)C(=S)SCC(=O)c1ccccc1	i	i	i	i	i	i	i	i	i	5.1	i
COc1ccccc1CCNC(=O)C(=O)NCC1OCCN1S(=O)(=O)c1cccs1 (stereo not given)	i	i	i	i	i	i	i	i	i	0.7	i
O=C(CSCc1ccc(Cl)cc1)Nc1cccc(C(=O)Nc2ccccc2C(=O)O)c1	i	i	i	i	i	i	i	i	i	28.1	i
CC(C)c1ccc(/C=C/C(=O)N2CCOCC2)cc1	i	i	i	i	i	i	i	i	i	-4.9	i
CC(C(=O)Nc1sc2c(c1C#N)CCCCC2)N1C(=O)c2ccccc2C1=O (stereo not given)	i	i	i	i	i	i	i	i	i	0.6	i

Reprinted from the part before: two compounds, followed by the next part.
SMILES	TRPC4 block	TRPC4 potent	TRPC6 inh	TRPC4 act	ANO1 block	MrgX1 antagonist	MrgX1 agonist	ANO1 activ	TRPC6 activator	SKKanGAS inh	MrgX1 allo act
CC(C)c1ccc(/C=C/C(=O)N2CCOCC2)cc1	i	i	i	i	i	i	i	i	i	-4.9	i
CC(C(=O)Nc1sc2c(c1C#N)CCCCC2)N1C(=O)c2ccccc2C1=O (stereo not given)	i	i	i	i	i	i	i	i	i	0.6	i
COc1ccc(NC2CC(=O)N(C(C)C)C2=O)cc1 (stereo not given)	i	i	i	i	i	i	i	i	i	3.7	i
CCCCS(=O)(=O)Nc1ccc2c(c1)ncn2C1CCCCC1	i	i	i	i	i	i	34.9*	i	i	1.5	i
CC1CN(CCOc2ccc(Cl)c(Cl)c2)CC(C)O1 (stereo not given)	i	i	i	i	i	i	i	i	i	1.6	i
CCOC(=O)N1CCN(C(=O)/C=C/c2ccc(OC)c(OC)c2)CC1	i	i	i	i	i	i	i	i	i	-3.8	i
CC1=NN(c2ccccc2)C(=O)/C1=C/c1c(O)n(-c2ccc(F)cc2)[nH]c1=O	i	i	i	i	i	i	i	i	i	38.3	i
O=C(NC1CC1)C1=C[C@@H](C2CCCCC2)C[C@@H](OCCCCO)O1	i	i	i	i	i	i	i	i	i	1.1	i
C=CCNC(=O)CC(C)C(CCCCC)C(=O)O (stereo not given)	i	i	i	i	i	i	i	i	i	-7.0	i
CC(C)(CCO)NC(=S)NC1CC2C=CC1C2 (stereo not given)	i	i	i	i	i	i	i	i	i	-2.6	i
O=c1c2ccccc2c(C=Nc2ccccc2O)c(O)n1-c1nccs1	i	i	i	i	i	i	i	i	i	-6.1	i
COc1ccc(C2(O)CC3CCC(C2)N3c2cc(C)nc(-c3ccccc3)n2)cc1 (stereo not given)	i	i	i	i	i	i	i	i	i	-10.0	i
Cc1ccc(C(=O)NCCN2C3=NC[C@H](Cc4ccc(O)cc4)N3C[C@H]2Cc2ccc(O)cc2)cc1Br	i	i	i	i	i	i	i	i	i	-2.0	i
Nc1nnc(SCCCC(=O)c2ccc(F)cc2)s1	i	i	i	i	i	i	i	i	i	7.5	i
CS(=O)(=O)c1ccccc1-c1nnc(NC(=O)C2=COCCO2)o1	i	i	i	i	i	i	i	i	i	-1.7	i
Clc1cccc(N2CCN(Cc3ccc(Br)o3)CC2)c1	i	i	i	i	i	i	i	i	i	11.4	i
Cc1ccc(-c2nnc(NC(=O)c3ccco3)s2)cc1	i	i	i	i	i	i	i	i	i	5.4	i
CCCOc1ccc(N2C(=O)C3ON(c4ccccc4)C(c4ccc(O)c(OC)c4)C3C2=O)cc1 (stereo not given)	i	i	i	i	i	i	i	i	i	6.9	i
COc1cc(NS(=O)(=O)c2ccc(NC(=S)NC(=O)c3ccco3)cc2)ncn1	i	i	i	i	i	i	i	i	i	1.6	i
COc1ccc(Cc2nnc(NC(=O)CS(=O)(=O)c3ccccc3)s2)cc1OC	i	i	i	i	i	i	i	i	i	-0.9	i
O=C(O)/C=C/C(=O)Nc1ccc(SC(F)(F)F)cc1	i	i	i	i	i	i	i	i	i	-3.1	i
Cn1c(N)c(-c2nc3cccnc3n2C)sc1=S	i	i	i	i	i	i	i	i	i	19.6	i
CCCCn1c(SCC(=O)N2CCCCC2C)nc2cc(S(N)(=O)=O)ccc21 (stereo not given)	i	i	i	i	i	i	i	i	i	2.6	i
COc1ccccc1C(=O)COC(=O)c1ccc(N(C)C)cc1	i	i	i	i	i	i	i	i	i	4.4	i
CC(C)Oc1ccc(NC(=O)CCC(=O)O)cc1	i	i	i	i	i	i	i	i	i	5.3	i
CO/N=C/C(NC(=O)c1ccc(C(F)(F)F)cc1)C(=O)OC (stereo not given)	i	i	i	i	i	i	i	i	i	17.2	i
Cc1ccc(C)c(Oc2ccc(S(=O)(=O)N3CCN(C)CC3)cn2)c1	i	i	i	i	i	i	i	i	i	-7.2	i
The listing continues.
SMILES	TRPC4 block	TRPC4 potent	TRPC6 inh	TRPC4 act	ANO1 block	MrgX1 antagonist	MrgX1 agonist	ANO1 activ	TRPC6 activator	SKKanGAS inh	MrgX1 allo act
NC(=O)CC(NC(=O)Cc1cccc2ccccc12)c1ccc(N2CCc3ccccc3C2)c([N+](=O)[O-])c1 (stereo not given)	i	i	i	i	i	i	i	i	i	25.1	i
O=C(/C=C/c1ccc([N+](=O)[O-])cc1)/C=C/c1ccco1	i	i	i	i	i	i	i	i	i	6.8	i
Cc1ccc(COC(=O)CCCN=C2NS(=O)(=O)c3ccccc32)cc1	i	i	i	i	i	i	i	i	i	-12.9	i
COc1ccc(CCNS(=O)(=O)c2cc3c4c(c2)CCN4C(=O)CC3)cc1	i	i	i	i	i	i	i	i	i	-2.3	i
CCc1nnc(N/N=C/c2cc(Br)c(O)cc2O)n1N	i	i	i	i	i	i	i	i	i	0.2	i
CCOc1ccc(NC(=O)C(=O)NCCN2CCN(C(=O)c3ccc(C)cc3)CC2)cc1	i	i	i	i	i	i	i	i	i	-1.0	i
O=C(CCCOc1ccc(Cl)cc1Cl)N1CCc2ccccc2C1	i	i	i	i	i	i	i	i	i	21.6	i
O=C1CCCN1CCC(=O)N1CCCC(CO)(Cc2ccccc2)C1 (stereo not given)	i	i	i	i	i	i	i	i	i	-3.8	i
Cc1n[nH]c(C)c1CS(=O)(=O)c1ccccc1	i	i	i	i	i	i	i	i	i	-7.0	i
O=C(N/N=C/c1ccc(N2CCOCC2)s1)c1ccc(NS(=O)(=O)c2cccs2)cc1	i	i	i	i	i	i	i	i	i	22.1	i
COc1ccc(C(=O)NC2=C(C#N)CCC2)cc1OC	i	i	i	i	i	i	i	i	i	3.6	i
CC(C)(C)c1cc(N)on1	i	i	i	i	i	i	i	i	i	5.6	i
O=C(OCC(=O)N1CCc2ccccc2C1)c1cc(=O)[nH]c2ccccc12	i	i	i	i	i	i	i	i	i	-8.1	i
Cc1cc(NC(=O)CSc2n[nH]c(CC(C)C)n2)no1	i	i	i	i	i	i	i	i	i	1.2	i
COC(=O)C1=C(C)N(C)C(C)=C(C(=O)OC)C1c1ccc(Cl)cc1	i	i	i	i	i	i	i	i	i	-9.7	i
Cc1c(C(=O)N2CCN(S(C)(=O)=O)CC2)oc2ccccc12	i	i	i	i	i	i	i	i	i	-3.1	i
COCCOC(=O)c1c(C)oc2ccc(NS(=O)(=O)c3ccc(C)cc3)cc12	i	i	i	i	i	i	i	i	i	-3.7	i
COCC(=O)N1CCC(Oc2ccc(C(=O)N3CCN(C)C[C@@H]3C(C)C)cc2)CC1	i	i	i	i	.	.	.	i	i	-1.0	.
